# Bioassay records deposited in PubChem BioAssay by National Center for Advancing Translational Sciences (NCATS).
# GCN5L2 inh – qHTS Assay for Inhibitors of GCN5L2; GCN5L2 HAT assay, ThioGlo1 CoA-SH fluorescence; Potency, µM (titrated, usually from 58.9 µM), inactives show at the highest dose activity change, negative = inhibition, actives largely listed as inhibitors; 0.21% of 390,000 active; AID 504327, 2011; Histone acetyltransferase KAT2A (Homo sapiens), Q92830
#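 Enzyme at 20nM final was mixed with library compounds for 15 min at room temperature. Peptide H3(1-25) at 75uM, acetyl-CoA at 70uM and ThioGlo1 at 50uM were then added. Plates were read immediately and after 20 min (Ex340nm/Em540nm).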
# DT40 TDP1 CPT – qHTS for Inhibitors of human tyrosyl-DNA phosphodiesterase 1 (TDP1): qHTS in cells in presence of CPT. Potency, µM (highest dose often 46.2 µM), inactives show top-dose activity change, negative = growth inhibition, hits mostly inhibitors. 12% of 420,000 active. chicken DT40 Tdp1-/-;hTDP1 cells + 20 nM CPT, ATP luminescence, 48 h; further: nearly all actives have a fitted effect of over 55% in size
#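 Cell growth measured by CellTiter-Glo luminescence after a minimum 48 h, 37 C compound exposure with 20 nM CPT in Tdp1-knockout DT40 cells stably expressing hTDP1, seeded 400/well; qHTS titration format.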
# FEN1 inhibitor – qHTS Assay for the Inhibitors of Human Flap endonuclease 1 (FEN1). P39748. Recombinant FEN1 flap cleavage, fluorescence, 15 min. Potency, µM (top dose mostly 114 µM), without a hit: at the highest dose activity change, negative = inhibition, most hits filed as inhibitors. 0.35% of 390,000 active; further: nearly all actives have a fitted effect of over 65% in size
# Target sequence (P39748 whole entry, looked up): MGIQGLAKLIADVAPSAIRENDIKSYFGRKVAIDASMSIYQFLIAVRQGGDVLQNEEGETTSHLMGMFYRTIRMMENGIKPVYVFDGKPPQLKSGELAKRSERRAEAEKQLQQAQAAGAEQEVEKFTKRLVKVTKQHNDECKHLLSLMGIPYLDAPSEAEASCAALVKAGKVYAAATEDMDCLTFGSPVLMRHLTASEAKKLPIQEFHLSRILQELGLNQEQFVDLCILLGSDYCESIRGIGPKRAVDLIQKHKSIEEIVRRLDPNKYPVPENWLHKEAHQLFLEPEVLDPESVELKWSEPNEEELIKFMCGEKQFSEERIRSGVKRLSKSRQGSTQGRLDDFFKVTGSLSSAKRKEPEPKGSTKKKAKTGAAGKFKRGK
#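 Read-out was taken twice, immediately and after 15 min, following addition of 50 nM substrate to 10 nM FEN1 that had sat with test compound for 15 min at room temperature. Curves came from a four-parameter Hill model.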
# Active calls of the source: *; ? = inconclusive; · = not tested or not shown. The call rests on the fitted dose curve; in most records, active means well fitted curve in the direction sought with a large enough effect; inconclusive means small, poorly fitted or top-dose-only effect, or another doubt; inactive means no such curve, though single readings can be large; an effect the other way counts as inactive or inconclusive. On the % scale 0 is the no-effect control and ±100 the full control effect; potency means the concentration at half of the fitted maximal effect. Only part of the results is shown (hit frequency here may not be typical).
SMILES | GCN5L2 inh | DT40 TDP1 CPT | FEN1 inhibitor
O=C(Cc1ccc(S(=O)(=O)N2CCOCC2)s1)Oc1ccc(F)cc1 | -5% | -29% | -2%
COc1ccc([C@@H]2CC=C(C(=O)O)[C@H](c3ccc(C)cc3)N2S(=O)(=O)c2ccccc2C)cc1 | -6% | 7% | 0%
Cc1nnc(SCC(=O)NC2CCCc3ccccc32)n1-c1ccccc1 (stereo unspecified) | 0% | -4% | -1%
CCn1ccnc1CN(C)Cc1cn[nH]c1-c1ccc(OC)c(F)c1 | -2% | -2% | -13%
COc1ccc(-c2csc(NC(=O)CS(=O)(=O)c3ccccc3)n2)cc1 | 0% | ? | -6%
O=C(NCc1ccccc1OC(F)(F)F)C1CCC(=O)N(Cc2ccccn2)C1 (stereo unspecified) | -5% | 16µM* | 11%
COc1ccc(N2C3=[N+](CC2(C)O)c2ccccc2CC3)cc1 (stereo unspecified) | -5% | ? | -5%
COC(=O)[C@H](C(C)C)N(Cc1ccccc1)S(=O)(=O)CCN1CCN(c2ccccc2)CC1 | -9% | ? | -5%
O=C1CC(c2nnc(Cc3ccc(F)cc3)o2)CN1c1ccccc1 (stereo unspecified) | 0% | 6% | 6%
Cc1sc2nc(SCC(=O)NCc3ccco3)n(Cc3ccccc3)c(=O)c2c1C | 3% | ? | 2%
COc1ccc(CNC(=O)c2nn(-c3ccccc3)cc2OC)cc1 | -1% | 2% | 9%
CN(Cc1ccn[nH]1)C(=O)C1CCC(=O)N(Cc2cccc(C(F)(F)F)c2)C1 (stereo unspecified) | 0% | 7% | -3%
Cn1cc(-c2nnc(-c3ccccc3)o2)c2ccccc21 | -14% | -19% | -1%
C=CCOc1c(Cl)cc(C(=S)N2CCCC2)cc1OCC | -7% | 5.8µM* | -5%
N#CCN1C(=S)N=C(Nc2cccc(Cl)c2)C12CCCCC2 | 15% | -12% | -4%
CC1CCCN(C(=O)c2ccc3c(=O)n(Cc4ccc5c(c4)OCO5)c(=S)[nH]c3c2)C1 (stereo unspecified) | -6% | 16µM* | 7%
CC(=O)N1c2ccc(S(=O)(=O)NCC3CCC(C(=O)Nc4cccc(C)c4C)CC3)cc2CC1C (stereo unspecified) | -2% | ? | 18%
Cc1cccc(NC(=O)Cn2c(=O)oc3cc(S(=O)(=O)NCc4ccccc4)ccc32)c1 | -7% | ? | 10%
COc1cccc(/C=C/C(=O)Nc2cc(S(=O)(=O)N3CCOCC3)ccc2OC)c1 | -11% | -2% | 0%
CC(=O)N1CCc2cc(S(=O)(=O)NC(Cc3ccccc3)C(=O)NC3CCCCCC3)ccc21 (stereo unspecified) | 0% | -5% | 2%
Cc1ccc(CNC(=O)c2cc(-c3ccc(C)c(C)c3)nc3ccccc23)cc1 | -1% | ? | 4%
O=C(CSc1nnc(-c2cnccn2)n1Cc1ccco1)c1ccc(Cl)cc1 | -11% | 23µM* | 9%
CC(=O)OC(C(=O)NC1CCCCC1)c1ccc(Cl)cc1 (stereo unspecified) | -2% | 5% | -2%
CC(Oc1ccc(Cl)cc1Cl)C(=O)NC(=S)N1CCc2ccccc21 (stereo unspecified) | -17% | ? | -2%
O=C(Nc1cc(S(=O)(=O)N2CCOCC2)ccc1N1CCOCC1)c1ccc([N+](=O)[O-])s1 | -3% | 12µM* | 8%
N#Cc1c(N)[nH]c(=S)c(C#N)c1-c1ccccc1 | -19% | 21µM* | 0%
CCOC(=O)c1sc(=NC(=O)c2ccc(S(=O)(=O)N3CC(C)OC(C)C3)cc2)n(C)c1C (stereo unspecified) | -8% | -19% | -5%
COc1ccc(CCNC(=O)CSc2nnnn2C)cc1OC | 9% | -20% | -8%
CN1CCc2c(sc(NC(=O)c3ccc(C(=O)c4ccccc4)cc3)c2C(N)=O)C1 | -4% | -2% | -11%
COc1cc2nc(N(CCN(C)C)C(=O)c3ccc4ccccc4c3)sc2cc1OC | -20% | -21% | -2%
Cc1nc2ccccc2nc1SCC(=O)N1CCC(C)CC1 | -3% | ? | 5%
CNC(=O)CSc1nnc(-c2ccccn2)n1Cc1ccco1 | -3% | -4% | 18%
COc1ccc(CCNC(=O)C2CCN(S(=O)(=O)c3ccc(OC)c(OC)c3)CC2)cc1 | -7% | 5% | -1%
Cc1ccc(S(=O)(=O)N/N=C/c2cccn2-c2ccc(Cl)cc2)cc1 | -5% | ? | 2%
c1ccc2cc(N3CCCCC3)ccc2c1 | · | -26% | -2%
O=C1CN(C(=O)COC(=O)c2ccco2)c2ccccc2N1 | 1% | -4% | 7%
CCc1c(C)sc2c1CCN(Cc1cccc(F)c1)C2c1ccccc1 (stereo unspecified) | -3% | ? | -11%
COc1ccc(Nc2ncc3c(n2)CC(c2ccc(C)cc2)CC3=O)cc1 (stereo unspecified) | -7% | ? | -2%
O=C(Cn1c(=O)c2cccn2c2ccccc21)NCc1cccc(F)c1 | -1% | 5% | -1%
COc1nc2ccc(C)cc2cc1-c1noc(-c2cccnc2)n1 | -24% | -5% | -2%
Cc1ccc(S(=O)(=O)NC(C)CCc2ccccc2)cc1 (stereo unspecified) | -14% | ? | 2%
CC1(C)CC(=O)C2=C(C1)OC(N)=C([N+](=O)[O-])C2c1ccc(F)cc1 (stereo unspecified) | -4% | 14% | 7%
Cc1c(C(=O)O)oc2c1C(=O)CC(C)(C)C2 | 5% | -1% | 4%
CS(=O)(=O)Nc1cccc(-c2ccc3ncnc(NCCN4CCOCC4)c3c2)c1 | -20% | ? | ·
O=C(NC1CC2CCC1C2)C1CCN(S(=O)(=O)c2ccc(-c3nn[nH]n3)cc2)CC1 (stereo unspecified) | -5% | 4% | 9%
COc1cc(NC(=O)c2cc(-c3cccc(O)c3)on2)cc(OC)c1OC | -8% | ? | 9%
COC(=O)C1=NN[C@H](C(=O)OC)[C@H]1c1ccccc1 | 1% | 1% | 0%
CC1CCc2c(sc3nnn(CC(=O)Nc4ccc(Cl)cc4)c(=O)c23)C1 (stereo unspecified) | -10% | ? | -17%
O=S(=O)(NCCc1nnc2ccc(SCc3cccnc3)nn12)c1ccccc1 | -1% | -12% | 5%
CC(C)CC(NC(=O)/C(=C/c1ccco1)NC(=O)c1ccc(Br)o1)C(=O)O (stereo unspecified) | -4% | 1% | -23%
CC(C)(C)c1ccc(C2=CC(c3ccccc3F)n3ncnc3N2)cc1 (stereo unspecified) | · | -22% | -6%
Cc1ncc([N+](=O)[O-])n1CCOC(=O)NC(NCc1ccccc1)C(Cl)(Cl)Cl (stereo unspecified) | -1% | -22% | 0%
Cc1c(C(=O)N(Cc2ccc(N(C)C)cc2)Cc2ccco2)oc2cc(Br)ccc12 | 5% | 23µM* | -2%
CCOC(=O)C1=C(CNCc2ccccc2)NC(=O)NC1c1ccc(C)cc1 (stereo unspecified) | -8% | ? | -15%
O=C1CSC(c2cccc([N+](=O)[O-])c2)N1c1c(F)cccc1F (stereo unspecified) | -3% | -18% | 9%
Cn1c(SCC(=O)N2CC(=O)Nc3ccccc32)nc2ccccc2c1=O | -3% | -14% | -19%
CCOc1ccc(NC(=O)C2CC(=O)N(c3ccc4c(c3)OCCO4)C2)cc1OCC (stereo unspecified) | -10% | -6% | 1%
CCc1nc(N2CCOCC2)c(C#N)c2c1COC(C)(C)C2 | -4% | ? | 4%
Cc1ccc(C)c(N(CC(=O)NC2CCCC2)C(=O)CNC(=O)c2cccs2)c1 | 0% | ? | 6%
CC(C)c1cc(NC(=O)c2ccccc2)cc(C(C)C)c1O | -4% | -27% | -16%

# Arranged by formula weight (ascending): some entries from above.
SMILES | GCN5L2 inh | DT40 TDP1 CPT | FEN1 inhibitor
N#Cc1c(N)[nH]c(=S)c(C#N)c1-c1ccccc1 | -19% | 21µM* | 0%
COC(=O)C1=NN[C@H](C(=O)OC)[C@H]1c1ccccc1 | 1% | 1% | 0%
Cn1cc(-c2nnc(-c3ccccc3)o2)c2ccccc21 | -14% | -19% | -1%
N#CCN1C(=S)N=C(Nc2cccc(Cl)c2)C12CCCCC2 | 15% | -12% | -4%
Cc1nnc(SCC(=O)NC2CCCc3ccccc32)n1-c1ccccc1 (stereo unspecified) | 0% | -4% | -1%
O=C(Cc1ccc(S(=O)(=O)N2CCOCC2)s1)Oc1ccc(F)cc1 | -5% | -29% | -2%
CC1CCc2c(sc3nnn(CC(=O)Nc4ccc(Cl)cc4)c(=O)c23)C1 (stereo unspecified) | -10% | ? | -17%
O=C(NCc1ccccc1OC(F)(F)F)C1CCC(=O)N(Cc2ccccn2)C1 (stereo unspecified) | -5% | 16µM* | 11%
CN1CCc2c(sc(NC(=O)c3ccc(C(=O)c4ccccc4)cc3)c2C(N)=O)C1 | -4% | -2% | -11%
CS(=O)(=O)Nc1cccc(-c2ccc3ncnc(NCCN4CCOCC4)c3c2)c1 | -20% | ? | ·
COc1cccc(/C=C/C(=O)Nc2cc(S(=O)(=O)N3CCOCC3)ccc2OC)c1 | -11% | -2% | 0%
CC1CCCN(C(=O)c2ccc3c(=O)n(Cc4ccc5c(c4)OCO5)c(=S)[nH]c3c2)C1 (stereo unspecified) | -6% | 16µM* | 7%
CC(C)CC(NC(=O)/C(=C/c1ccco1)NC(=O)c1ccc(Br)o1)C(=O)O (stereo unspecified) | -4% | 1% | -23%
Cc1sc2nc(SCC(=O)NCc3ccco3)n(Cc3ccccc3)c(=O)c2c1C | 3% | ? | 2%
Cc1ncc([N+](=O)[O-])n1CCOC(=O)NC(NCc1ccccc1)C(Cl)(Cl)Cl (stereo unspecified) | -1% | -22% | 0%
CC(=O)N1CCc2cc(S(=O)(=O)NC(Cc3ccccc3)C(=O)NC3CCCCCC3)ccc21 (stereo unspecified) | 0% | -5% | 2%

# The results go on.
SMILES | GCN5L2 inh | DT40 TDP1 CPT | FEN1 inhibitor
Cc1nc(N)c(S(=O)(=O)c2ccccc2)c(Nc2ccc(Br)cc2)n1 | -6% | · | 17%
CN(C(=O)CSc1nnc(NCc2ccccc2)s1)C1CCS(=O)(=O)C1 (stereo unspecified) | -1% | -3% | -3%
Cc1ccc(-c2csc3ncn(CC#N)c(=O)c23)cc1 | -15% | -17% | -20%
Cc1ccc(C(=O)NC(Cc2cccc(C(F)(F)F)c2)C(=O)O)cc1 (stereo unspecified) | 2% | 3% | -15%
O=C(Nc1ccccc1N1CCCC1)C1CC(=O)N(Cc2ccccc2)C1 (stereo unspecified) | 0% | -3% | 1%
NC(=O)CSc1ncc2c(n1)-c1ccccc1N(Cc1ccc(Cl)cc1)S2(=O)=O | -2% | ? | 2%
CCOC(=O)C1CCN(C(=O)Cn2nc(C)n3nc(-c4ccc(OC)cc4)cc3c2=O)CC1 | -19% | 23µM* | 11%
COc1cc(/C=C/C(=O)N(Cc2ccccc2)c2ccccn2)cc(OC)c1OC | -6% | ? | -8%
COc1ccc(Cl)cc1NC(=O)Cn1nnc(C(=O)NCc2cccs2)c1N | -6% | 4.6µM* | -9%
CN(C)S(=O)(=O)c1cccc(COC(=O)CN2CCCCCC2=O)c1 | -6% | 3% | -5%
COc1ccc(N2CC(C(=O)Nc3nnc(SCC(=O)NCC4CCCO4)s3)CC2=O)cc1 (stereo unspecified) | · | ? | 4%
Cc1ccc(-n2c(C)cc(/C=N/Nc3ccc([N+](=O)[O-])cn3)c2C)c(C)c1 | -5% | ? | 10%
CCOC(=O)c1c(C)[nH]c(C)c1S(=O)(=O)N(C)CC(=O)Nc1ccc(C)cc1Br | 4% | ? | -3%
CN(C)c1ccc(C(C(=O)NCc2ccccc2)N(Cc2ccco2)C(=O)c2snc(C(N)=O)c2N)cc1 (stereo unspecified) | -6% | 15µM* | -17%
Cc1ccc(NC(=O)c2cc(S(=O)(=O)N3CCc4ccccc43)cn2C)cc1C | -9% | ? | -11%
COCCNC(=S)NNc1cccc(C(=O)O)c1 | -8% | ? | 12%
O=C(NC1CC(=O)N(c2ccc(Cl)cc2)C1)C1CC1 (stereo unspecified) | -15% | 5% | 10%
CCOc1ccccc1C(=O)OC(C)C(=O)Nc1ccc(S(=O)(=O)N2CCCC2)cc1 (stereo unspecified) | -4% | -23% | -3%
CC1(C)CC(N=c2cc(-c3ccccc3)oc3ccc(Cl)cc23)CC(C)(C)N1 | -12% | 5.2µM* | 28µM*
O=c1[nH]c(CSc2ccccn2)nc2c1oc1ccccc12 | -3% | -29% | -19%
COc1ccc(C(=O)/C=C/Nc2c(C)n(C)n(-c3ccccc3)c2=O)cc1OC | 2% | 23µM* | -13%
Cc1ccccc1NC(=O)c1sc(NC(=O)C2CC2)nc1C | -10% | ? | 7%
CCONC(=O)Nc1ccccc1[N+](=O)[O-] | -1% | -17% | 3%
